Chronic BCR inh: chronic active BCR signaling inhibition. ABC-DLBCL IkBa-CBG/CBR reporter, luminescence ratio, 4 h. Potency, µM (doses to about 46.1 µM), inactives show at the highest dose ratio change, negative = lower green/red ratio, actives largely listed as inhibitors. 0.05% of 340,000 active. AID 493014; active = well fitted inhibition curve with a large enough effect in the signal ratio, with a control signal flat, not every such curve was filed as active; inconclusive = small, poorly fitted or top-dose-only effect, or effect the other way, or a change in a side signal; the % refers to the signal ratio;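 also: potency is read from the fitted curve at half-maximal effect; plate controls were basal doxycycline-induced cells for no effect and cells given 10 µM MG132 for full effect; MG132 reads +100%, hits lower the ratio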
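Concentration-response series (up to 46 uM) were applied to TMD8 dual-reporter cells for 4 h at 37C with doxycycline. Green/red ratio, after filter-overlap correction, defined %Activity; red signal alone was normalised to basal cells and zero luminescence.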
Tb PFK block: blocks T. brucei phosphofructokinase | AID 485367 | T. brucei PFK, ADP-Glo luminescence | Potency, µM (doses to about 57.5 µM), for the others: top-dose activity, negative = inhibition, most hits filed as inhibitors | O15648 | 0.17% of 330,000 active;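 also: potency is read from the fitted curve at half-maximal effect; 0% = uninhibited 1x PFK enzyme wells and -100% = no-enzyme wells; nearly all actives have a fitted effect of over 60% in size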
Target sequence (O15648 whole entry, looked up): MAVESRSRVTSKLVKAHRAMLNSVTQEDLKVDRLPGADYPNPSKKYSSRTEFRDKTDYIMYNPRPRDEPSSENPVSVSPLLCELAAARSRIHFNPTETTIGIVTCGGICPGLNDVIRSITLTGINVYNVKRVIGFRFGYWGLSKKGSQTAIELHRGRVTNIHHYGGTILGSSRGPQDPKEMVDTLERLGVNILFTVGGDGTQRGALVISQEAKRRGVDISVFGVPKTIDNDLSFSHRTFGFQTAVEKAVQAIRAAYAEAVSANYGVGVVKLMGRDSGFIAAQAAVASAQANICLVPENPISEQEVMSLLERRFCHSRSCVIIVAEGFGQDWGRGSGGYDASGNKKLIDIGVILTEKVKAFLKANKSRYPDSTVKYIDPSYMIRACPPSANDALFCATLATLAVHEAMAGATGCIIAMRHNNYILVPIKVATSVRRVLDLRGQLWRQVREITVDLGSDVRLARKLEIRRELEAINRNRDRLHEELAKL
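Activity is normalized to no-enzyme wells (full inhibition) and 1.25 nM enzyme wells (no inhibition). Reaction: 0.5 mM F6P, 0.1 mM ATP, 45 min RT, ADP-Glo luminescence; concentration-response curves fitted and classed by quality.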
FBPA coupling cs: coupling enzyme interference in Giardia aldolase counter-screen; coupling enzyme system counterscreen, AmpLite Red fluorescence; activity change, negative = inhibition, % at 58.2 µM, hits read low; 0.67% of 290,000 active; AID 2472; in the data active = activity change below about -30%; also: % is scaled to controls: 0 for no effect and ±100 for the full control effect
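Coupling enzymes only (glyceraldehyde-3-phosphate) + compound, at 57.5 uM final, 10 min RT; add substrate/coupling/AmpLite Red mix, 20 min RT; fluorescence ex 525/em 598 nm. Actives flag coupling-system interference.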
hERG WT inh: inhibitors of human wildtype KCNH2 potassium channel | Q12809 | U2OS, BacMam KCNH2, thallium flux FluxOr; hits give low values | activity change, % at 1.84 µM | 0.37% of 340,000 active;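 active = maximum activity change below -70%; inconclusive = maximum activity change between -70% and -50%; inactive = maximum activity change above -50%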; also: % is scaled to controls: 0 for no effect and ±100 for the full control effect
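U2OS cells transduced with wild-type KCNH2 virus are loaded with FluxOr dye for 45 min, and thallium flux is measured in kinetic reads before and after stimulation buffer. Rate constants are normalized to DMSO controls.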
MLL CXXC-DNA inh: blocks binding of human MLL CXXC domain to DNA; Q03164; MLL-CXXC / FITC-HOXA9 DNA fluorescence polarization; Potency, µM (top dose mostly 115 µM), for the others: at the highest dose activity change, negative = inhibition, most hits filed as inhibitors; 0.037% of 290,000 active; active = well fitted inhibition curve with a large enough effect in the polarisation, with a control signal flat, not every such curve was filed as active; inconclusive = small, poorly fitted or top-dose-only effect, or effect the other way, or a change in a side signal; inactive = no such curve, though single readings can be large or run the other way; the % refers to the polarisation; also: potency is read from the fitted curve at half-maximal effect
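Fluorescence polarization: 7 uM MLL-CXXC (stock) preincubated 5 min with compounds, then 50 nM fluorescein-HOX-A9 DNA (stock) added; 30 min ambient. Buffer 50 mM Tris-HCl pH 7.5, 50 mM NaCl, 1 mM DTT, 0.05% BSA.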
TCR activator: activates T cell receptor signaling; Potency, µM (highest dose often 9.22 µM), for inactives: top-dose activation of IL-2 secretion, usual class: activators; primary human leukocytes, anti-CD3, IL-2 HTRF, 48 h; 330,000 tested, under 10 active; also: % of control where 0% means no effect
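TCR engagement came from a-CD3 beads alone, with compounds added to primary human leukocytes for 48 hr. Secreted IL-2 bridged europium cryptate- and d2-labelled anti-IL-2 antibodies, giving FRET emission at 665nm after 320nm excitation.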
Giardia killer: kills Giardia lamblia; Giardia lamblia trophozoite viability; activity change, % at 7.66 µM, hits read low; 0.15% of 340,000 active; in the data active = activity change below about -80%; inconclusive = between about -30% and that limit;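 also: parasites exposed to compound for two days anaerobically before the ATP read; % is scaled to controls: 0 for no effect and ±100 for the full control effect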
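Media and compound were dispensed first, then trophozoites at 100 cells/well; plates sat 48 hrs at 37 deg C without oxygen before ATP luminescence reagent was added and read after 15-30 min at room temperature.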
GALK inhibitor: galactokinase (human) inhibition | P51570 | Purified GALK, Kinase-Glo residual ATP luminescence | Potency, µM (series often up to 57.5 µM), for inactives: at the top dose activity change, negative = inhibition, hits mostly inhibitors | 0.007% of 270,000 active | AID 1868; also: potency is read from the fitted curve at half-maximal effect; % is scaled to controls: 0 for no effect and ±100 for the full control effect
Target sequence (P51570 whole entry, looked up): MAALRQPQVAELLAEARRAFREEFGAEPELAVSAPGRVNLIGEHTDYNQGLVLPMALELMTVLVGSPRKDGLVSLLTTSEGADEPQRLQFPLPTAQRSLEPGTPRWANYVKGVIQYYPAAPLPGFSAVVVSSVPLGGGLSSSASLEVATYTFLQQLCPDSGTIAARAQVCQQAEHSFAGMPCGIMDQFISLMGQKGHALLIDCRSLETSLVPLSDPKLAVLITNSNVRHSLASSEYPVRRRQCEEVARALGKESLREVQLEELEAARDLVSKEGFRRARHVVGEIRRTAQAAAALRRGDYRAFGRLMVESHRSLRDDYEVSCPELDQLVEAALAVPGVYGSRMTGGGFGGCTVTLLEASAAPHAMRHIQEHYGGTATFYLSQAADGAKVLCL
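The enzyme phosphorylates galactose (100 uM) using ATP (35 uM); inhibition is detected as higher residual ATP, quantified by bioluminescence after 1 h reaction at room temperature, pH 8.0.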
TSHR antagonist: blocks TSH signaling through the human TSH receptor; AID 504810; activity change, negative = inhibition, % at 11.5 µM; TSHR-expressing cells, TSH-stimulated cAMP HTRF, 2 h; hits give low values; 0.2% of 330,000 active; P16473;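 active = activity change below a set negative limit, meaning inhibition stronger than a set level, cut at about -70% in these data; inconclusive = activity change between two set negative limits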; also: % is scaled to controls: 0 for no effect and ±100 for the full control effect
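Cell-based HTRF cAMP assay; TSHR cells + compound, TSH EC80 (4nM final), 2 h, 37 deg C. Lysis with anti-cAMP cryptate and cAMP-d2, 30 min RT, read 665/620 nm.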
A-T KAP1 phos: candidate therapy for ataxia-telangiectasia. 0.19% of 320,000 active. Potency, µM (top dose mostly 57.5 µM), without a hit: at the highest dose activation, actives largely listed as activators. […] A-T fibroblasts, KAP-1 phosphorylation AlphaLISA; neocarzinostatin DNA damage 30 min before lysis; also: potency is read from the fitted curve at half-maximal effect; % of control where 0% means no effect; nearly all actives have a fitted effect of over 45% in size
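hTERT-immortalized A-T patient fibroblasts ([…]), 500 cells/well in OPTI-MEM, 1% FBS, got compounds for 60 min, then NCS for 30 min at 37C. Lysates were then assayed for phospho-KAP-1 by AlphaLISA (anti-pKAP1 donor, anti-KAP1 acceptor beads), 6 hr at 25C.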
* = called active by the depositor; u = inconclusive; x = not tested or not shown; & = joins results of further samples; [ ] = dose if it differs, or a comment. Unless noted, calls follow the shape of the dose curve; as a rule, active = well fitted curve in the direction sought with a large enough effect; inconclusive = small, poorly fitted or top-dose-only effect, or another doubt; inactive = no such curve, though single readings can be large; an effect the other way counts as inactive or inconclusive. No enrichment for hits; any-hit rate near 1.6%.

SMILES	Chronic BCR inh	Tb PFK block	FBPA coupling cs	hERG WT inh	MLL CXXC-DNA inh	TCR activator	Giardia killer	GALK inhibitor	TSHR antagonist	A-T KAP1 phos
O=C(NC1CCCCCCC1)C1CCN(c2nc3ccccc3o2)CC1	u	-10.2%	-0.5	-46.1	4.6%	-53.1%	-10.4	2.0%	-33.9	7.3%
CCCCNC(=O)c1ccc(C)c(NC(=O)C2=C(C)OCCS2)c1	-0.6%	-13.1%	-1.9	-7.7	1.5%	4.2%	-5.0	x	-5.1	-0.9%
CCCOc1cccc(C2/C(=C(/O)c3ccc(OC)cc3)C(=O)C(=O)N2CCN(C)C)c1 (stereo not given)	-1.8%	-0.6%	0.1	-18.1	-7.1%	-10.1%	-8.9	4.7%	3.3	2.6%
Cc1cc(NC(=O)c2ccccc2)n(C(C)(C)C)n1	-1.8%	0.1%	0.8	-4.9	-7.4%	-3.5%	0.5	x	4.3	4.3%
COc1cc2c(cc1OC)C1O[C@](CCCCN3C(=O)c4ccccc4C3=O)(C2)OC2=C1C(=O)c1ccccc1C2=O	u	-3.7%[11.5 µM]	-21.2	x	-17.3%[23 µM]	x	x	x	x	-2.8%[11.5 µM]
COc1cc(OC)c(C#N)c(S(=O)(=O)Cc2ccccc2)c1	0.6%	2.1%	-1.6	-5.0	-7.0%	-3.7%	1.6	-0.7%	0.2	-3.6%
COc1ccc(OC)c(NC(=O)N[C@H](Cc2ccccc2)C(=O)NN)c1	u	1.4%	1.2	-7.9	-4.4%	-7.9%	-7.2	1.8%	7.8	-6.8%
Cc1ccc(S(=O)(=O)N2CCN(C(=O)C(C)Cn3cncn3)CC2)cc1 (stereo not given)	-2.3%	2.0%	0.4	-3.2	-1.6%	-3.3%	5.6	15.8%	-7.3	-0.4%
COc1ccc(CN2C(=O)c3ccccc3C2=O)cc1	-0.9%	-9.6%	5.9	-4.4	0.1%	-3.2%	13.5	0.4%	18.5	1.5%
COc1ccc(C2C(C(=O)N3CCOCC3)=C(C)NC3=C2C(=O)CC(C)(C)C3)cc1O (stereo not given)	0.1%	2.8%	1.5	-22.7	8.5%	8.5%	-3.0	0.0%	8.1	0.1%
CCCC(=O)Nc1nc2ccc(S(=O)(=O)N3CCCCC3)cc2s1	u	-0.2%	1.7	9.2	-1.9%	2.6%[46.1 µM]	4.7	-1.7%	0.7	-1.2%
O=[N+]([O-])c1cccc(S(=O)(=O)NCCCN2CCOCC2)c1	-10.3%	1.4%	1.9	1.0	-12.8%	-4.7%[46.1 µM]	11.6	0.0%	20.8	x
O=C(CN1C(=O)C2C3C=CC(C3)C2C1=O)OCC(=O)c1ccc([N+](=O)[O-])cc1 (stereo not given)	-2.5%	-12.6%	2.3	4.1	28.0%	-4.9%	-4.8	0.7%	16.8	-8.4%
COC(CNC(=O)c1ccc2c3c(onc13)-c1ccccc1C2=O)OC	u	-8.6%	-23.7	1.6	-2.7%	-0.8%	-15.1	-0.2%	-12.2	-8.9%
Nn1c(SCC(=O)Nc2ccc(N3CCOCC3)cc2)nnc1-c1cccc(F)c1	u	0.0%	x	1.2	x	-2.1%	-15.9	x	-1.8	-1.6%
CC(C)COP(=O)(OCC(C)C)C(O)c1ccc(F)cc1 (stereo not given)	-1.3%	1.8%	1.1	-13.6	6.1%	3.4%[46.1 µM]	10.0	-0.3%	-5.4	-1.9%
CCc1ccc2c(c1)[C@]1(C(=O)N2)[C@@H]2C(=O)N(Cc3ccccc3)C(=O)[C@@H]2[C@@H]2CCCN21	u	-5.3%	-5.1	6.3	0.7%	-2.0%	-7.0	1.4%	5.5	8.4%
NC(=O)CNc1n[nH]c(=S)[nH]c1=O	7.0%	-8.1%	2.6	0.6	-6.0%	-3.9%	5.2	4.5%	7.8	-1.9%
COC(=O)C1=C(C(=O)OC)[C@@H]2N(Cc3ccccc3)c3ccccc3[C@@]23C[C@@H](C(=O)OC)N(C(C)=O)C3=N1	0.7%	6.1%	-0.6&-5.3	x	8.6%	-44.9%	12.1	-2.5%	-4.5	35.5%
CCC(=O)N1CCN(c2nc3ccc(Br)cc3s2)CC1	u	-2.9%	4.1	4.4	9.7%	13.2%	19.8	-4.0%	-22.5	2.0%
CCCn1c(O)c2ccc(C(=O)N=NC(=O)c3cccnc3)cc2c1O	5.2%	-0.5%	-0.3	-2.7	1.8%	4.3%	7.5	3.7%	4.5	0.1%
CCOC(=O)C1CCCN(C(=O)c2ccc([N+](=O)[O-])c(C)c2)C1 (stereo not given)	6.3%	-0.3%	-3.5	3.9	24.7%	0.3%[46.1 µM]	-17.2	-1.4%	12.7	-8.0%
CC1CCCCC1NC(=O)COC(=O)c1ccc(S(=O)(=O)NCc2ccco2)cc1 (stereo not given)	u	-20.5%	5.4	-8.0	12.3%	-1.8%	-4.7	1.7%	1.0	-0.8%
COc1ccc(Cc2nnc(NC(=O)Cn3cnc4c3c(=O)n(C)c(=O)n4C)s2)cc1	u	0.2%	-1.0	-14.9	0.7%	-0.5%[46.1 µM]	-1.0	-3.9%	-7.1	x
O=C(Nc1ccc(Nc2ccccc2)cc1)N1CCOCC1	-16.2%	27.3%	1.3	-13.7	-3.0%	x	-11.9	-2.4%	-7.7	-0.2%
(listing goes on)
SMILES	Chronic BCR inh	Tb PFK block	FBPA coupling cs	hERG WT inh	MLL CXXC-DNA inh	TCR activator	Giardia killer	GALK inhibitor	TSHR antagonist	A-T KAP1 phos
O=C(Nc1cccc(Cl)c1)Nc1nnc(CSCCOc2ccc(Cl)cc2)s1	4.0%	0.3%	1.5	-5.0	-2.1%	-5.2%[46.1 µM]	-7.9	x	-1.9	-9.4%
CCN(Cc1cn2cccnc2n1)C1CCCCC1	-2.0%	-0.4%	3.5	9.3	10.4%	-9.3%	0.6	1.3%	10.0	-3.6%
CCc1nc(C(N)=O)c2[nH]c(=O)n(-c3ccccc3F)c2n1	-3.7%	0.3%	0.2	-0.5	-9.9%	-2.3%	-10.7	7.6%	6.2	-2.4%
CN(C(=O)c1cccc(S(=O)(=O)NCc2ccccc2)c1)C1CCCCC1	0.7%	9.7%	x	4.3	x	-5.8%	8.4	x	-0.1	12.0%
C=CC[C@H](CC(=O)N(CCO)Cc1ccccc1)C(=O)NCCOC(=O)[C@H](CC=C)CC(=O)OC(C)(C)C	u	-1.5%	x	2.5	x	-12.2%	-22.8	x	2.9	-9.7%
C=CCn1c(CNc2ccccc2)nnc1SCC(=O)N/N=C/c1ccc(O)cc1O	u	-0.5%	4.1	-4.7	2.0%	3.2%	-10.3	x	2.4	-0.9%
Nc1nnnn1/N=C/C(Br)=C/c1ccccc1	u	-4.5%	-0.6	18.0	-17.1%	1.8%	-0.5	0.6%	-7.4	6.9%
COc1ccccc1NC(=O)CC1C(=O)NCCN1C(=O)Nc1ccc(Cl)c(Cl)c1 (stereo not given)	-4.3%	u	-1.7	-6.9	-5.6%	-5.8%	-0.2	-4.4%	11.7	4.3%
COc1ccc(S(=O)(=O)NCc2ccncc2)cc1NC(=O)c1ccccc1F	3.4%	1.6%	x	-6.2	x	6.3%	18.6	x	26.5	-9.7%
Cc1ccc(/C=C2\Oc3cc(OC(=O)N4CCOCC4)ccc3C2=O)cc1	-16.3%	3.1%	1.5	-3.1	4.3%	0.0%[46.1 µM]	0.7	-5.0%	13.3	5.0%
CC(c1ccccc1)C1OCC(C[N+]2(C)CCCCC2)O1 (stereo not given)	u	-8.3%	1.0	-9.0	u	1.3%	-11.1	-0.1%	4.2	3.2%
Cc1ccc(NC(=O)c2ccccc2SCC(=O)N2CCCC2)cc1S(=O)(=O)N(C)C	u	0.0%	x	-5.3	4.9%	2.1%	-6.2	5.6%	5.3	14.8%
O=C(COc1ccc(F)cc1Br)N1CCN(c2ncccn2)CC1	-7.0%	-4.8%	1.2	7.7	1.1%	0.9%	13.7	8.4%	13.8	7.4%
O=C(NCc1ccco1)Oc1ccccc1	x	x	6.3	-10.3	-0.5%	1.7%	8.0	0.5%	x	x
CCOC(=O)N1CCN(C(=S)NC(=O)C2CCCC2)CC1	10.3%	-10.9%	4.2	-0.4	1.9%	0.2%	-14.8	-1.4%	-2.6	-2.8%

Another view of part of the listing above:
SMILES | Chronic BCR inh | Tb PFK block | FBPA coupling cs | hERG WT inh | MLL CXXC-DNA inh | TCR activator | Giardia killer | GALK inhibitor | TSHR antagonist | A-T KAP1 phos
Nc1nnnn1/N=C/C(Br)=C/c1ccccc1 | u | -4.5% | -0.6 | 18.0 | -17.1% | 1.8% | -0.5 | 0.6% | -7.4 | 6.9%
COc1ccccc1NC(=O)CC1C(=O)NCCN1C(=O)Nc1ccc(Cl)c(Cl)c1 (stereo not given) | -4.3% | u | -1.7 | -6.9 | -5.6% | -5.8% | -0.2 | -4.4% | 11.7 | 4.3%

Screens from PubChem.
